Assay outcomes: PubChem, several laboratories
Shn3 3UTR inh = inhibitors of Schnurri-3 3'UTR reporter in osteoblasts | Clone20 osteoblast Shn3 3'UTR firefly luciferase, 24 h | inhibition, % at 12.5 µM | hit rate 0.52% among 360,000 | AID 588674;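 active = mean inhibition of at least 75% with every replicate also reaching 75%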;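 note: 0% = median of neutral control wells and 100% = pilot-screen positive control compound; some compounds past the cut are filed as inactive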
Peg3 promoter = inhibitors of Peg3 promoter; HeLa PEG-Prom luciferase reporter, luminescence, overnight; inhibition, % at 20 µM; hit rate 1.7% among 360,000; AID 588405;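 active = inhibition of at least 50% at 20 µM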
TRAIL sens C8 = sensitizes caspase-8 expressing cells to TRAIL; NB7+C8 cells + TRAIL, ATPlite viability luminescence; inhibition (viability loss, TRAIL sensitization), % at 10 µM; hit rate 1% among 360,000;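 active = compounds causing at least 50% loss of cell viability in the single-dose screen, relative to plate controls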
NR2E3 ag-1 = agonists of human NR2E3 nuclear receptor; Q9Y5X4; CHO-S Gal4-NCOR/VP16-NR2E3 two-hybrid, luciferase; inhibition of corepressor binding, % at 3.98 µM; hit rate 0.35% among 360,000; AID 602229;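 active = inhibition above the mean of all tested compounds plus 3 SD, cut at about 70% in these data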;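 note: 0% = DMSO with NR2E3 transfected cells and 100% = cells lacking NR2E3 construct; higher means lower luciferase signal from less NR2E3 corepressor binding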
Target sequence (Q9Y5X4 whole entry, looked up, the tested form may be a part): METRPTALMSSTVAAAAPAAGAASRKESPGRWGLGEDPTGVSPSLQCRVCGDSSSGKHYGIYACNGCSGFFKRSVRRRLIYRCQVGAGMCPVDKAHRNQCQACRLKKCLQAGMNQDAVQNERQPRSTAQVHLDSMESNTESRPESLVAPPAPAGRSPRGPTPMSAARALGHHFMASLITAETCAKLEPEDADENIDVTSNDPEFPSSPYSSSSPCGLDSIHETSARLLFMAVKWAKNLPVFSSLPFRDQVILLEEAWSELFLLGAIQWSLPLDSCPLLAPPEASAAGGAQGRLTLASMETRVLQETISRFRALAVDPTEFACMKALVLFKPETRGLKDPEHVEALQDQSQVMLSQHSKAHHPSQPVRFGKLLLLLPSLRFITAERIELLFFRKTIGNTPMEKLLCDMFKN
MITF TRPM1 inh = MITF TRPM1 promoter inhibition in SK-MEL-5 cells. SK-MEL-5 TRPM1 promoter luciferase, 24 h. inhibition, % at 12.5 µM. hit rate 0.83% among 330,000. AID 488899;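 active = mean inhibition across replicates of 60% or more, whatever share of single replicates reaches that level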; note: values of inactives mirror those of a sister screen read the other way
TWEAK Fn14 block = inhibitors of TWEAK-Fn14 interaction signaling | TWEAK-stimulated Fn14 reporter cells, luciferase luminescence, 8 h | AID 1159606 | inhibition, % at 10 µM | hit rate 2% among 360,000; in the data active = inhibition above about 50%
NR2E3 ag-2 = agonists of human nuclear receptor NR2E3; GST-NR2E3/biotin-RetCOR TR-FRET, 1536-well; inhibition of corepressor binding, % at 4.78 µM; hit rate 0.12% among 320,000; AID 2300;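 active = percent inhibition above the cutoff of mean plus 3 SD of all tested compounds, set per screening campaign, cut at about 20% in these data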;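 note: 0% = DMSO wells and 100% = biotin wells as full block of FRET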
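System: GST-tagged NR2E3 plus biotinylated RetCOR corepressor; Amount: 1.35 nM GST-tagged NR2E3 final; Dosing: single nominal compound dose of 4.8 µM; Schedule: 5 h incubation at 4 °C; Technique: TR-FRET with europium anti-GST and streptavidin-D2, 340 nm excitation; Controls: biotin wells as high control, 0.6% DMSO wells as low control.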
KKLEB cytotox = counter-screen for CF NF-kB inhibitors: cytotoxicity | KKLEB CF airway cells viability, ATPlite luminescence, overnight; active compounds read low; cells stimulated with P. aeruginosa culture filtrate | activity change (cytotoxicity), % at 5 µM | hit rate 0.36% among 360,000 | AID 602141;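 active = corrected activity change at or below -50% at 5 µM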
HIF-2a inh = blocks HIF-2a reporter activity | AID 624352 | 786-0 RCC cells HIF-2a reporter, luciferase luminescence, overnight | inhibition, % at 18.8 µM | hit rate 0.72% among 360,000;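 active = inhibition of the luminescence signal of 40% or more relative to plate controls, in a single-dose primary screen at 18.75 µM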
CF NFkB block = cystic fibrosis NF-kB activation inhibition; KKLEB NF-kB-GFP reporter, PAF-induced, GFP fluorescence overnight; inhibition, % at 5 µM; hit rate 0.86% among 360,000; AID 588850;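 active = at least 50% inhibition at 5 µM, scaled per plate between neutral and stimulator controls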;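 note: PAF is a Pseudomonas aeruginosa culture filtrate used as stimulus; plate controls were PAF-stimulated DMSO wells for no effect and unstimulated DMSO wells for full effect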
TROY signal inh = blocks TROY-dependent signaling in reporter cells | AID 1347056 | hit rate 0.98% among 360,000 | Q293 LMP1-TROYcd NF-kB luciferase reporter, 4 h | inhibition, % at 10 µM;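 active = compounds whose plate-normalised and pattern-corrected inhibition of the luciferase reporter signal at the single screening dose is 50% or more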
An asterisk follows results filed as active; . = no result given. Some of the compounds tested; the hit share may differ from the screen's.

SMILES	Shn3 3UTR inh	Peg3 promoter	TRAIL sens C8	NR2E3 ag-1	MITF TRPM1 inh	TWEAK Fn14 block	NR2E3 ag-2	KKLEB cytotox	HIF-2a inh	CF NFkB block	TROY signal inh
COc1ccc(C(=O)N(Cc2ccccc2)Cc2cc3cc4c(cc3[nH]c2=O)OCCO4)cc1	11.4	30.1	18.3	3.9	13.4	9.5	1.4	-13.7	16.0	23.5	25.2
COc1ccc(NC(=O)CN(C)CC(=O)Nc2ccccc2SC)cc1Cl	19.9	16.9	-5.3	11.4	-0.3	10.0	-1.2	7.5	14.6	-11.2	10.6
CCOC(=O)c1sc(NC(C)=O)cc1C	-5.5	-23.7	-6.1	-49.3	-4.0	-15.8	6.0	-4.8	-34.6	-20.9	-0.4
CCCCn1nnnc1C(c1ccccc1)N1CCN(c2ccccc2OC)CC1 (stereo not drawn)	.	.	-10.6	-15.1	.	-11.6	.	.	-7.8	.	-0.5
CCC(=O)N(Cc1cc2cc(OC)ccc2[nH]c1=O)c1ccc(C)cc1C	16.7	9.2	1.1	-3.2	-7.9	21.0	1.1	11.8	5.5	4.2	5.4
N#CC(C(=O)OCc1ccccc1)c1nc2ccccc2nc1N1CCOCC1 (stereo not drawn)	7.9	18.9	1.5	-15.3	-9.6	9.1	-1.6	-3.4	15.3	-3.9	-7.9
CCOC(=O)N1CCN(C(=O)COc2cccc3c2CCN(Cc2ccccc2F)C3=O)CC1	4.0	18.5	13.9	22.0	4.9	-13.7	-1.3	5.5	-7.8	-16.6	11.6
COc1ccccc1NC(=O)CCc1nnc2ccc(N3CCN(C)CC3)nn12	0.3	11.6	-1.4	16.4	-6.2	-4.8	-0.5	18.4	6.7	11.8	8.3
CCN(CC)C(=O)CSc1nnc(-c2ccccc2)o1	-51.1	-149.2	-10.6	-97.4	-60.0	-17.7	4.7	2.6	-228.0	-23.9	-23.0
CCOC(=O)C1=CCN(S(=O)(=O)c2ccc(C)cc2)C1c1cccc(Cl)c1 (stereo not drawn)	4.2	21.6	-1.9	3.1	.	1.4	.	-38.6	9.3	21.8	10.2
Cc1ccc(-c2noc(CCC(=O)NC3CCN(Cc4ccccc4)CC3)n2)cc1	34.4	2.6	21.6	10.6	8.3	30.2	.	-4.5	3.3	7.0	4.1
COc1ccc(-n2c(C)nc3cc(C(=O)NCc4ccc5c(c4)OCO5)ccc32)cc1	-15.5	3.6	-2.8	-10.8	0.5	-13.4	-2.0	12.5	-3.6	-20.6	1.0
CCSc1nnc(NC(=O)CSc2nnc(CNC(=O)c3ccccc3F)o2)s1	21.2	10.5	-3.3	3.9	-10.0	-0.6	0.7	-15.2	10.6	18.0	-0.5
Cc1cc(C)c2nc(C(F)(F)F)c(C#N)c(N)c2c1	11.0	72.6*	23.8	8.9	-20.0	70.4*	2.5	-16.1	11.8	70.2*	21.9
C/C=C(/C(=C/C)c1ccc(O)cc1)c1ccc(O)cc1	-13.2	16.9	4.5	-41.7	12.4	14.3	0.4	-10.3	-6.5	21.1	25.7
COc1cc2ccccc2cc1C(=O)O	4.4	6.4	3.2	-7.9	-10.9	-11.7	7.4	-6.9	6.6	-17.5	-16.3
CCN(CC)CC(O)CCCCCCCCC(=O)OC (stereo not drawn)	-12.1	6.5	-2.7	-17.1	.	7.0	-1.6	7.6	15.7	-36.8	-1.3
COc1ccccc1NC(=O)CC(=O)Nc1ccccc1OC	-43.9	-0.6	-21.2	-0.6	-3.7	0.1	-2.0	0.9	5.3	3.3	-35.6
CCN(CC(=O)NCc1ccc(Cl)cc1)C(=O)CSc1ccccc1F	-25.8	13.8	0.9	4.2	-4.3	2.6	-1.4	-13.5	6.4	-4.6	11.1
Cc1nc2nc[nH]n2c(=O)c1CCOC(=O)c1ccccc1F	-2.5	12.1	-0.1	1.3	-8.2	-6.3	0.7	10.9	6.5	-9.6	16.6
CCC1(c2ccc(F)cc2)NC(=O)N(CC(=O)Nc2cccc(S(=O)(=O)N3CCCCC3)c2)C1=O (stereo not drawn)	10.7	14.0	-27.6	-21.9	6.5	4.3	-2.7	10.3	7.2	5.4	-0.8
CC(/C=C1\N=C(SCc2ccccc2Cl)SC1=O)=C\c1ccccc1	9.0	-0.3	-8.3	-5.8	8.8	10.9	1.4	-5.6	-6.5	10.3	-7.5
O=C(NC1CCCc2ccccc21)C(Cc1ccccc1)NS(=O)(=O)c1cccs1 (stereo not drawn)	-1.2	17.9	7.3	7.4	14.4	1.7	0.8	-5.6	16.2	8.3	6.5
CN(C(=S)NC(=O)c1ccc(Br)o1)c1ccccc1	-11.1	-33.4	0.5	-21.0	15.0	4.5	2.7	3.6	-108.1	-26.9	-27.5

Part of the list above, reduced to KKLEB cytotox and Peg3 promoter:
Compound | KKLEB cytotox | Peg3 promoter
CCN(CC)CC(O)CCCCCCCCC(=O)OC (stereo not drawn) | 7.6 | 6.5
COc1ccccc1NC(=O)CC(=O)Nc1ccccc1OC | 0.9 | -0.6

Next structures:
SMILES	Shn3 3UTR inh	Peg3 promoter	TRAIL sens C8	NR2E3 ag-1	MITF TRPM1 inh	TWEAK Fn14 block	NR2E3 ag-2	KKLEB cytotox	HIF-2a inh	CF NFkB block	TROY signal inh
COc1ccc2oc(=O)c(C(=O)NCc3ccc4c(c3)OCO4)cc2c1	-0.2	6.1	8.9	-8.9	12.4	-10.0	0.5	-15.8	-6.1	8.2	-15.3
CCCS(=O)(=O)N1CCCC(c2nc(-c3cccc(OC)c3)no2)C1 (stereo not drawn)	-13.8	-29.0	-2.1	-19.6	-4.4	-13.3	1.9	-8.8	-42.6	-5.3	-17.2
COc1ccc(NC(=O)C(C)N2c3cccc4cccc(c34)S2(=O)=O)c(OC)c1 (stereo not drawn)	-4.7	-3.7	-0.8	-23.9	9.6	-6.9	-0.1	-1.4	23.5	13.2	-14.0
O=C(N/N=C/c1ccc([N+](=O)[O-])o1)c1cn(-c2ccccc2)nc1-c1ccccc1	34.9	22.4	29.3	-6.4	55.2	20.9	-2.1	-10.9	-12.7	-6.7	4.1
Cc1ccc(Nc2nc(C(=O)N3CCC(C(=O)NCc4ccccc4)CC3)cs2)cc1	-3.1	0.6	1.0	-15.6	-12.2	21.9	4.6	-13.2	-29.7	-4.6	-12.3
COCc1cc(C)nc(OCC(=O)N/N=C\c2cc(C)n(-c3cccc(C(F)(F)F)c3)c2C)c1C#N	0.4	-2.4	0.9	-25.8	9.3	-7.2	1.7	1.7	10.7	-11.6	2.4
Cn1cnc(S(=O)(=O)N2CCN(c3cccc(Cl)c3)CC2)c1	12.2	-6.7	-18.6	-14.6	8.2	16.4	4.0	-0.7	14.2	6.6	-3.1
C[N+](C)(C)CCNC(=O)c1ccccc1	.	.	-17.7	10.7	.	23.2	.	.	3.5	.	3.3
COc1ccc(NC(=O)Nc2ccc3nc(C)c(C)nc3c2)cc1	-0.8	-57.8	-6.6	8.3	-42.1	32.0	4.7	-1.4	-97.5	-0.6	-19.4
CCCCCCNc1cc2n(c(=O)n1)CCc1cc(OC)c(OC)cc1-2	2.2	18.4	-20.4	-14.4	-19.6	3.6	-3.0	-15.3	13.4	10.6	16.2
CCCCNC(=O)c1cc2cc(OC)ccc2[nH]1	3.6	-47.1	18.5	2.5	.	-15.2	-4.2	3.3	-68.9	17.4	-20.5
CN(C)S(=O)(=O)c1ccc(NC(=O)CN2CCCCCC2)cc1	2.2	-64.0	-3.4	-0.5	1.1	-6.0	3.6	0.8	10.0	-4.7	18.9
O=C(Cc1ccccc1)NC(NC(=O)Cc1ccccc1)c1cccc([N+](=O)[O-])c1	3.4	11.5	-2.4	14.8	-14.1	6.6	7.5	-3.9	16.2	-1.0	3.4
C/C(=N\NS(=O)(=O)c1ccccc1)c1ccc2c(c1)OCCO2	-18.6	6.3	0.1	2.9	-4.6	11.4	-1.3	-10.8	9.2	0.9	0.9
O=C(O)C1CC(=O)N(Cc2ccc3c(c2)OCO3)C1 (stereo not drawn)	-5.6	9.0	1.4	-17.4	-7.8	11.7	1.0	12.1	-4.1	5.0	-3.5
Cn1nnnc1SCC(=O)C(C)(C)C	-7.6	9.0	-15.9	3.2	6.2	4.5	2.0	-4.0	7.2	16.1	-7.8
Cc1ccc(NC2=C(Cl)C(=O)OC2OC(=O)c2ccco2)cc1 (stereo not drawn)	2.8	3.4	3.1	-16.5	10.4	13.8	4.8	-20.9	9.5	8.1	-12.0
C/C(=N\OCc1nc2ccccc2c(=O)n1/N=C/c1cc([N+](=O)[O-])ccc1O)c1ccccc1	-23.0	-15.8	9.1	-36.2	-7.2	35.5	1.2	-2.4	-54.6	-4.2	42.0
CC(C)CCNC(=O)C1CCN(C(=O)N(C)C)CC1	6.0	-5.7	-3.1	-17.3	4.5	13.1	-4.5	-12.6	20.8	5.9	-0.9
Cc1cc(C)cc(NC(=O)Cc2ccc(S(=O)(=O)N3CCCC3)s2)c1	2.5	3.5	0.1	15.3	8.7	0.0	4.4	-1.7	3.5	1.1	-12.7
Cc1c(C(=O)N2CCCC2)sc(NC(=O)c2ccc(Cl)cc2)c1C#N	4.7	18.9	-8.9	-13.4	-7.7	18.7	-0.1	4.5	-4.8	18.3	.
COc1cc(/C=C/C(=O)N2CCN(c3n[nH]c(=O)[nH]c3=O)CC2)cc(OC)c1OC	3.5	-3.7	-12.1	4.1	3.7	8.7	1.2	-1.5	20.9	21.6	-0.4
C=C(C)c1sc(-c2ccc(Cl)cc2)nc1C	-106.9	-299.2	-4.0	-24.4	-74.2	-1.4	2.1	-0.4	-211.7	0.1	-12.8
CC(C)(C)c1ccc(C(=O)C2CCCN(C(=O)CCn3cncn3)C2)cc1 (stereo not drawn)	0.2	-21.4	10.1	-9.3	1.3	-7.0	-1.0	-4.8	-33.5	3.2	-4.7
CC12CCC(c3c1nc1ccccc1[n+]3[O-])C2(C)C (stereo not drawn)	4.9	10.2	-4.6	-9.8	7.1	-1.8	0.2	7.1	14.3	-3.2	-4.8
CCc1ccc(OCC(=O)OC(C)C(=O)NC2CC2)cc1 (stereo not drawn)	-3.7	-6.8	-5.2	8.5	-13.9	3.8	-0.9	40.0	0.0	-47.7	-3.0
COC(=O)CS(=O)(=O)c1cccc2cccnc12	13.2	-0.5	-5.4	-30.3	-7.7	3.1	0.2	21.4	18.7	-9.6	1.9
CCC(C(=O)OC)n1c(-c2ccccc2)nc2ccccc2c1=O (stereo not drawn)	-11.3	7.3	-4.9	11.1	-0.3	19.9	-1.6	1.4	5.7	-6.9	-7.2
Cc1ccccc1CS(=O)(=O)Cc1ccc(C(=O)NC2CCCC2)o1	1.5	-13.1	-15.2	-22.4	9.9	-11.3	-0.2	18.0	9.9	-7.0	7.0
N#CC1C(=O)NC(c2ccccc2)=CC1c1ccccc1 (stereo not drawn)	7.7	11.1	0.8	-1.1	11.8	23.7	.	-8.8	6.9	1.8	9.6
CC(=O)Nc1ccc(C=NNC(=O)C2CC2)cc1	-36.2	-30.9	13.0	-13.0	-3.3	6.5	.	0.7	-18.5	-11.3	-13.1
